High-throughput results: PubChem BioAssay, several laboratories
OPRM1-OPRD1 inv – inverse agonist of human OPRM1-OPRD1 heterodimerization; 340,000 tested, 0.21% active; cell-based MOR-DOR heterodimer luminescence, inverse agonism; inhibition, % at 9.3 µM; P35372+P41143; in the data active means inhibition above about 22%, passing the limit was not always enough;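 further: 0% = cells with DMSO and 100% = wells without cells with DMSO; values of inactives mirror those of a sister screen read the other way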
Target sequence (P35372 whole entry, looked up): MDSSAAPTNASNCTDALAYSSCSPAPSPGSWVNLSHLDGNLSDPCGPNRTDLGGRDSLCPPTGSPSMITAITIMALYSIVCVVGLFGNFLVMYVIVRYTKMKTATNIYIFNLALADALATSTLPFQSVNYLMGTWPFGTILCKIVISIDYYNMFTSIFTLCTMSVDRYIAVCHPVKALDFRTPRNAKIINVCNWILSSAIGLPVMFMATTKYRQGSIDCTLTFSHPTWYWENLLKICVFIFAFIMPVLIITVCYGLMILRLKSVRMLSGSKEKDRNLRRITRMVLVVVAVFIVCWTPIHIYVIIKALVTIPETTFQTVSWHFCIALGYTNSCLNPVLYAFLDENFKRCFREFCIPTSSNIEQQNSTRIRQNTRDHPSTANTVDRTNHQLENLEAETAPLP
Target sequence (P41143 whole entry, looked up): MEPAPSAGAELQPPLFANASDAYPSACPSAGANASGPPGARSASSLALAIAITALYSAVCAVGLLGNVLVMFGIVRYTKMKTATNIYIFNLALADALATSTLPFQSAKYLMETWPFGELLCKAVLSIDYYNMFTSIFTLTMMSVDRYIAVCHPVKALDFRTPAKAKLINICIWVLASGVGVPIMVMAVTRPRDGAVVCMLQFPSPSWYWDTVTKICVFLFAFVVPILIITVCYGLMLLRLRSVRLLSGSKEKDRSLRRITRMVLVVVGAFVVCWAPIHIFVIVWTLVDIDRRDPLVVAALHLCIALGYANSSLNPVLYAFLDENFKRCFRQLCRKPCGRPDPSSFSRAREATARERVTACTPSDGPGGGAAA
OPRM1-OPRD1 ag – OPRM1-OPRD1 heterodimerization agonism | P35372+P41143 | cells, luminescence | activation, % at 9.3 µM | 340,000 tested, 0.3% active | AID 504326; in the data active means activation above about 18%;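 further: 0% = vehicle-treated cells and 100% = reference agonist; values of inactives mirror those of a sister screen read the other way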
C-LANA FP – blocks KSHV LANA C-terminal domain binding to DNA; 340,000 tested, 0.078% active; MBP-C-LANA/FAM-LBS DNA binding, fluorescence polarization; inhibition, % at 9 µM; AID 504423;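 active means highest replicate inhibition at or above 60% at 9 µM, even if other replicates fall short; inactive means all replicates below 60% inhibition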;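 further: 0% = neutral control wells and 100% = 4 µM acridine orange control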
CAL PDZ FP – blocks peptide binding to the human CAL PDZ domain | Q9HD26 | purified CAL PDZ, TMR-peptide fluorescence polarization, 1 h | inhibition, % at 24.9 µM | 300,000 tested, 0.92% active;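 active means mean inhibition of at least 30% with at least half of replicates also reaching 30%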;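 further: 0% = DMSO neutral control and 100% = excess unlabeled competitor peptide PRC23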
HTR5A ag ctr – counter-screen for OPRM1-OPRD1 agonists: human HTR5A agonism. HTR5A agonist assay, luminescence, cell-based. activation, % at 9.3 µM. 340,000 tested, 0.61% active. AID 504692; in the data active means activation mostly above about 9.5%, no sharp cut-off; inactive means mostly below about 7.6%;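 further: 0% = cells with vehicle only and 100% = reference agonist; strong numbers were not always called active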
Keap1-Nrf2 PPI – inhibitors of human Keap1-Nrf2 protein-protein interaction; inhibition, % at 9.4 µM; AID 504523; Q14145; 340,000 tested, 0.15% active; Keap1 Kelch-Nrf2 peptide fluorescence polarization, 1536-well; in the data active means inhibition above about 12%;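 further: human Keap1 Kelch domain with fluorescein labeled Nrf2 9mer peptide probe; 0% = neutral control wells and 100% = peptide positive control; higher means more block of Keap1 binding to Nrf2 peptide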
cardiac RTF act – increases calcium sensitivity of human cardiac regulated thin filaments | P19429+P45379 | IANBD-labeled TnC RTF fluorescence at EC20 calcium; 0% EC20 calcium, 100% full calcium | activation, % at 7.2 µM | 340,000 tested, 0.24% active;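 active means activation above the mean over all tested compounds plus 3 SD, cut at about 30% in these data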;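 further: rise in fluorescence read as greater calcium sensitivity of cardiac thin filaments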
HTR5A inv ag – HTR5A inverse agonism, opioid heterodimer counter-screen. 340,000 tested, 0.083% active. P47898. HTR5A cell line, luminescence. AID 504634. inhibition, % at 9.3 µM; in the data active means inhibition mostly above about 23%, no sharp cut-off; inactive means mostly below about 18%;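 further: 0% = cells with DMSO and 100% = no-cell wells with DMSO; some compounds called inactive have numbers as strong as hits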
V-ATPase pHluor – alters yeast V-ATPase proton transport | S. cerevisiae, pHLuorin cytosolic pH fluorescence | response, % at 10 µM | 350,000 tested, 0.37% active | AID 504577; in the data active means response mostly above about 7.3%, no sharp cut-off; inactive means mostly below about 5.4%; further: actives read high; inactives centre near 0; some compounds called inactive have numbers as strong as hits; reference of the scale not given here
Cardiac RTF inh – cardiac RTF calcium desensitization; IANBD-labeled cardiac RTF, Ca2+ fluorescence; inhibition, % at 7.15 µM; 340,000 tested, 0.12% active; AID 493244;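 active means inhibition above the mean inhibition of all tested compounds plus 3 SD, cut at about 17% in these data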;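 further: assay run at fixed EC70 calcium of 1.6 mM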
The depositor's hits bear a star; · = no result given; & = joins results of further samples.

SMILES,OPRM1-OPRD1 inv,OPRM1-OPRD1 ag,C-LANA FP,CAL PDZ FP,HTR5A ag ctr,Keap1-Nrf2 PPI,cardiac RTF act,HTR5A inv ag,V-ATPase pHluor,Cardiac RTF inh
O=C(N/N=C/c1ccc(-c2cccc(C(F)(F)F)c2)o1)c1ccccc1Br,-18,3.1,-0.1,-5,2,-4,19,7,1,-21
CCC(C)N(C(=O)COC(=O)c1ccccc1SCC(=O)N1CCCC1)C1CCS(=O)(=O)C1 (stereo not drawn),20,-3.8,-0.6,-1,-3,1,-1,13,-3,-6
N=C1/C(=C/c2ccc(-c3cccc(C(=O)O)c3)o2)C(=O)N=C2SC(CC(=O)N3CCOCC3)=NN12,10,-1.9,54,10,0,-2,-6,-20,3,8
CCCc1cc(=O)oc2cc(C)cc(OCC(=O)Nc3cccnc3)c12,6,-1.2,0.1,-1,-2,-6,-4,7,-3,-5
CC1CCN(C(=O)CSCc2ccc(Cl)cc2)CC1,2,-0.5,1.0,·,1,0,1,-5,6,-4
COCCNC(=O)c1nc2ccccc2s1,6,-1.3,0.2,-3,3,6,0,2,-5,9
COc1ccc(NC(=S)NCC(c2ccco2)N2CCCC2)cc1 (stereo not drawn),-1,0.2,-1.3,-5,-2,-2,3,6,0,-6
O=C(CC1C(=O)NCCN1Cc1ccccc1)NCCN1CCCCC1=O (stereo not drawn),15,-2.9,-0.5,·,-1,-5,-3,-14,-2,-2
COc1cccc(N(CC(=O)NCCSCc2ccc(C)cc2)S(C)(=O)=O)c1,8,-1.7,0.1,-3,0,-5,-8,-1,0,0
COc1ccc(CCNC(=O)c2ccc3nc[nH]c3c2)cc1,10,-1.9,0.5,-6,-2,-6,0,4,3,0
CN(C)CCCN(C(=O)c1ccc(N2C(=O)CCC2=O)cc1)c1nc2c(F)cccc2s1,12,-2.3,-1.4,-4,13*,-4,3,-36,-9,-2
CCOC(=O)C1CCN(C(=O)C2CCN(S(=O)(=O)c3cc(Cl)ccc3Cl)CC2)CC1,9,-1.7,1.8,-3,-1,2,-10,-7,0,-1
O=C(N/N=C/c1c[nH]c2ccccc12)c1ccc(O)c(O)c1,4,-0.8,3.9,3,-2,-4,-5,7,-3,2
O=C(NCc1cccc(CNC(=O)Nc2cccc(O)c2)c1)Nc1cccc(O)c1,12,-2.6,-1.2,-5,-1,-4,-8,4,1,-3
COc1ccc(Oc2ncnc3c2ncn3Cc2ccccc2)cc1,8,-2.0,0.8,1,-3,4,-6,7,-2,-10
COc1ccc(-c2cc(C(F)F)n3ncc(C(=O)n4ccnc4C)c3n2)cc1,18,-3.7,-1.3,0,5,-1,-1,-9,-2,-14
CCOc1ccc(NC(=O)CN(C)C(=O)c2n[nH]c(=O)c3ccccc23)cc1OCC,4,-0.6,-1.2,-6,-2,-5,-10,-7,0,-22
CCOc1ccc(NC(=O)CSc2nc(=O)n(CCCN3CCOCC3)c3c2CCC3)cc1,11,-2.1,0.8,-6,13,1,3,-31,-6,-20
CC(C)c1nc(SCC(=O)c2ccccc2)c2c(=O)n(C)c(=O)n(C)c2n1,7,-1.2,0.4,-4,2,-6,3,-7,4,-3
CC(=O)c1ccc(OCC(=O)Nc2cccc(C(=O)Nc3c(C)n(C)n(-c4ccccc4)c3=O)c2)cc1,3,-0.7,-0.5,-2,2,2,3,7,0,-15
COc1ccc(CCn2c(=N)c(S(=O)(=O)c3ccc(C)cc3)cc3c(=O)n4ccccc4nc32)cc1,12,-2.4,3.0,-1,1,-17,0,-5,0,2
CC(C)Cn1cnc2c1c(=O)n(CC(=O)Nc1ccc3c(c1)OCO3)c(=O)n2Cc1ccccc1,3,-0.5,-1.2,2,3,-3,2,-14,2,-3
CC(=O)N1CCN(c2ccc(OC[C@H]3CO[C@](Cn4ccnc4)(c4ccc(Cl)cc4Cl)O3)cc2)CC1,5,-0.9,-1.9,3,1,0,2,-3,-1,4
CCOC(=O)C1(C)C=C(Nc2ccccc2)C(=O)N1c1ccccc1 (stereo not drawn),-33,6.7,0.1,-3,2,-2,1,-5,1,1

In the list so far, three contain an NH in an aromatic ring.
SMILES,OPRM1-OPRD1 inv,OPRM1-OPRD1 ag,C-LANA FP,CAL PDZ FP,HTR5A ag ctr,Keap1-Nrf2 PPI,cardiac RTF act,HTR5A inv ag,V-ATPase pHluor,Cardiac RTF inh
COc1ccc(CCNC(=O)c2ccc3nc[nH]c3c2)cc1,10,-1.9,0.5,-6,-2,-6,0,4,3,0
O=C(N/N=C/c1c[nH]c2ccccc12)c1ccc(O)c(O)c1,4,-0.8,3.9,3,-2,-4,-5,7,-3,2
CCOc1ccc(NC(=O)CN(C)C(=O)c2n[nH]c(=O)c3ccccc23)cc1OCC,4,-0.6,-1.2,-6,-2,-5,-10,-7,0,-22

The listing continues.
SMILES,OPRM1-OPRD1 inv,OPRM1-OPRD1 ag,C-LANA FP,CAL PDZ FP,HTR5A ag ctr,Keap1-Nrf2 PPI,cardiac RTF act,HTR5A inv ag,V-ATPase pHluor,Cardiac RTF inh
Cc1cccc(OCCn2ccnc2)c1C,1,-0.1,-0.1,2,9,-4,-2,9,-3,3
CCCCCCn1c(CN2CCCCC2CC)nc2c1c(=O)n(C)c(=O)n2C (stereo not drawn),8,-1.4,2.7,-2,-4,-2,4,-10,1,-2
Cc1oc(CC(C)C)cc1C(=O)Nc1ccc(C(=O)O)cc1,17,-3.9,1.2,-2,0,5,4,-1,-1,-9
COc1ccc(CCC(=O)NNC(=O)Nc2ccccc2Cl)cc1,10,-1.8,-2.0,-3,-3,0,-3,-8,-3,0
COc1cc(C2CC(=O)Oc3c(C(CCN4CCOCC4)c4ccc(N(C)C)cc4)c(OC)cc(OC)c32)cc(OC)c1OC (stereo not drawn),6,-1.1,-0.4,0,-3,2,1,-19,-1,-10
COc1ccc(CCNC(=O)C2CCCN(c3ncnc4c3nc3n4CCCCC3)C2)c(OC)c1 (stereo not drawn),14,-2.8,1.5,7,4,8,-8,12,-5,-11
O=C(CN1C(=O)S/C(=C\c2ccc(Cl)cc2)C1=O)NNC(=O)c1ccccc1O,-17,2.8,-1.6,-1,5,0,-6,7,4,7
NC(=O)OCC(COC(N)=O)c1ccccc1,17&7,-3.1&-1.3,1.0&-1.8,-1&-2,-1&-4,-1&1,9&-2,2&-13,-2&-2,-5&-4
CCc1ccc(OCCNC(=O)c2ccc(S(=O)(=O)N(C)C)cc2)cc1,16,-3.0,-0.9,-1,2,-1,-1,-22,0,-6
CN(C(=O)COC(=O)CNC(=O)c1ccc(Cl)cc1Cl)c1ccccc1,3,-0.5,1.7,-3,6,5,-3,-16,-1,-3
Nc1ncnc2oc(-c3ccco3)c(-c3ccco3)c12,-26,4.5,0.8,3,3,-4,-24,-3,-2,58*
Cc1ccc(-c2cc(C(=O)Nc3ccc(S(=O)(=O)Nc4cc(C)on4)cc3)c3ccccc3n2)c(C)c1,14,-3.4,3.2,-7,-4,-1,-6,6,-2,-2
Cc1nc2c3cc(F)ccc3n(CCN3CCCCC3)c2s1,5,-1.0,-3.0,-1,-5,0,1,15,-2,-1
O=C(NCCN1CCN(Cc2ccccc2)CC1)c1cc2c(=O)[nH]c3ccccc3c2s1,13,-2.3,0.4,-2,1,1,-6,0,0,1
COc1ccc(N(CC(=O)Nc2ccccc2OC)S(=O)(=O)c2ccc(OC)c(OC)c2)cc1,12,-2.5,1.7,-5,2,-3,-5,-7,4,4
Brc1c(CSc2nc3ccccc3s2)nc2ncccn12,13,-2.1,0.1,-6,-1,-3,-4,22,0,-11
Cc1ccc(S(=O)(=O)n2nc(C)c(C#N)c2N)cc1,12,-2.3,-1.8,1,-2,-2,-5,8,-1,6
Cc1ccc(C)c(NC(=O)Cc2csc(-c3ccccc3)n2)c1,7,-1.4,-0.4,-4,6,1,-3,1,-5,-9
CC(C)C(=O)Nc1nc(-c2ccc([N+](=O)[O-])cc2)cs1,-16,3.1,·,-1,3,-1,-1,-11,2,3
CCc1ccc(C(=O)CN2C(=O)NC3(CCOc4ccccc43)C2=O)s1 (stereo not drawn),-7,1.7,-0.5,-4,-5,-4,3,13,3,3
CCCCNC1c2ccccc2C(=O)N1Cc1ccccc1 (stereo not drawn),13,-2.5,1.2,·,2,-1,2,-25,17*,-12
CN(C(=O)CC1C(=O)NCCN1CC1CCCCC1)C1CCOCC1 (stereo not drawn),1,-0.3,-0.1,2,1,-6,-1,-3,5,-5
CCc1nnc(NC(=O)CSc2nnc(CNC(=O)c3ccccc3F)n2C)s1,8,-1.6,-0.7,-3,-2,1,-6,-21,-1,-15
CC(=O)Nc1ccc(S(=O)(=O)N2CCc3cc4c(cc3C2)OCCCO4)cc1,-1,0.2,0.3,-4,3,-5,4,0,1,-9
Brc1ccc(CN2CCN(c3ccccn3)CC2)s1,-1,0.2,-7.1,-3,-1,6,-1,10,-8,2
Cc1cn([C@H]2C=C[C@@H](CO)O2)c(=O)[nH]c1=O,10&5,-1.9&-0.9,2.0&2.4,-2&3,-1&2,-3&1,-3&-4,4&-7,3&-6,9&-2
COc1ccc(CCNC(=O)COC(=O)COc2c(C)cc(C)cc2C)cc1OC,-4,1.1,0.5,-3,-7,1,3,17,-1,-2
O=C(CSc1nnc(-c2cccnc2)n1-c1ccccc1)Nc1ccccn1,13,-2.3,-0.2,0,-3,-1,-3,12,2,-2
O=C(CNS(=O)(=O)c1cccs1)N1CCCCC1,12,-1.9,0.6,-16,5,1,-7,-15,-3,-6
O=C(CN1N=C(c2ccccc2)CCC1=O)NCCN1CCc2ccccc2C1,7,-1.7,2.2,-2,5,-2,-2,-16,4,-1

Structural class, the compounds so far with bromine (3)
SMILES,OPRM1-OPRD1 inv,OPRM1-OPRD1 ag,C-LANA FP,CAL PDZ FP,HTR5A ag ctr,Keap1-Nrf2 PPI,cardiac RTF act,HTR5A inv ag,V-ATPase pHluor,Cardiac RTF inh
O=C(N/N=C/c1ccc(-c2cccc(C(F)(F)F)c2)o1)c1ccccc1Br,-18,3.1,-0.1,-5,2,-4,19,7,1,-21
Brc1c(CSc2nc3ccccc3s2)nc2ncccn12,13,-2.1,0.1,-6,-1,-3,-4,22,0,-11
Brc1ccc(CN2CCN(c3ccccn3)CC2)s1,-1,0.2,-7.1,-3,-1,6,-1,10,-8,2
